PV pol inh – inhibitors of poliovirus RNA polymerase binding and polymerization | % elongation, % (compound at 16.7 µg/mL) | AID 588519 | P03300 | poliovirus polymerase elongation, fluorescence polarization; stronger effect = lower value | 150,000 tested, 0.66% active; in the data active means % elongation below about 90%; further: some results filed as inactive read as strong as hits
Target sequence (P03300 1749-2209 limits assumed): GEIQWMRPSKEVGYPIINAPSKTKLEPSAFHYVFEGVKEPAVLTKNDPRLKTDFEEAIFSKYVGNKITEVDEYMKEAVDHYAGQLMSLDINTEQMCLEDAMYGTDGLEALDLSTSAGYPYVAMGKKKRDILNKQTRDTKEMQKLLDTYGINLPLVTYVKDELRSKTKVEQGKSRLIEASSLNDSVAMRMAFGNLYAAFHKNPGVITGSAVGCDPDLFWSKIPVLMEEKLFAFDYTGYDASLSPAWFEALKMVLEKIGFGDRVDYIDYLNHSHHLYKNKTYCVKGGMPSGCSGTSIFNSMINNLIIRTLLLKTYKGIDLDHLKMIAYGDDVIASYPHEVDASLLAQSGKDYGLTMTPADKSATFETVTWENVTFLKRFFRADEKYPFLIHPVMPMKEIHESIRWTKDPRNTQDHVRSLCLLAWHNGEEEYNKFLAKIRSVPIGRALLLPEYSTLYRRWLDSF
PV pol inh FP z-score – also measured in PV pol inh; calls as there; z-score; measured here: FP z-score; hits read low
An asterisk follows results filed as active; & = joins results of further samples. Some of the compounds tested; count on the stated rates, not on these rows.

SMILES	PV pol inh	PV pol inh FP z-score
Cc1ccc(-c2c(C(=O)NCc3ccccc3)oc(=O)c3ccccc23)cc1	106	0.6
Cc1onc(-c2ccccc2Cl)c1C(=O)NC(C(=O)O)C(C)C (centres undefined)	100	-0.4
O=c1cccc2n1CC1CC2CN(c2nc(Cl)nc(Cl)n2)C1 (centres undefined)	100	-0.6
COc1ccc(S(=O)(=O)Nc2cc3oc4ccccc4c3cc2OC)cc1	101	-0.2
CC12CC(c3ccccc3O1)N(C(=O)c1cccc(F)c1)C(=S)N2c1ccccc1 (centres undefined)	103	0.5
CN(C)CCCn1c(N)c(-c2nc3ccccc3[nH]2)c2nc(C#N)c(C#N)nc21	101	-0.2
CCC(C(=O)Nc1ccc(C)c(Cl)c1)n1c(=O)c(-c2ccccc2NC(C)=O)nc2ccccc21 (centres undefined)	105	-0.3
COc1ccc(-c2c3c(nc4sc(C(=O)N5CCCCCC5)c(N)c24)CC(C)(C)CC3=O)cc1	104	0.6
CCOC(=O)c1c(C)[nH]c(C)c1C(=O)COC(=O)c1ccc(Cl)c(S(N)(=O)=O)c1	107	0.7
Cc1nn2c(-c3ccccc3)nnc2c2ccccc12	102	0.2
N#Cc1c(N)n(-c2cccc(N)c2)c2nc3ccccc3nc12	105	0.4
COc1ccc(CC(=O)Nc2sc3c(c2C(=O)Nc2cccc(C)c2)CCCCC3)cc1	102	-0.1
Cc1ccc(CNC(=O)c2c(-c3ccccc3Cl)noc2C)o1	112	1
O=C(/C=C/c1ccco1)C1(O)CCCCC1	106	0.3
CC(=O)Nc1ccc(NC(=O)CCSc2ccccc2)cc1	99	-0.8
CC/C(=N\NC(=O)c1ccncc1)c1cccc(Cl)c1	100	-0.3
O=C(Nc1ccn(C2OC(CO)C(O)C2O)c(=O)n1)c1ccccc1 (centres undefined)	103	0.3
CC1CCN(c2ccc(NC(=O)c3ccccc3)cc2)CC1	99	-0.4
CC1(C)CC(=O)c2c(Cc3ccccc3)noc2C1	102	0
CCOc1cc(-c2noc(CCCC(=O)N3CCOCC3)n2)cc(Br)c1OC	102	0
Cc1ccc(NC(=O)Cn2c(=O)c3ccc(Cl)cc3n3nncc23)cc1	109	0.9
COCCn1c(C)cc(C(=O)COC(=O)Cn2c(C)csc2=O)c1C	100	-0.3
Cc1nc2cc(NC(=O)CCS(=O)(=O)c3ccccc3)ccc2s1	100	-0.4
CCOC(=O)N1CCC2(CC1)OC(=O)C(C)=C2C(=O)NCc1ccc(C)cc1	110	0.6
CCc1nnc2n1N=C(c1ccc(-c3ccc(Cl)cc3Cl)o1)CS2	97	-1.3

Of the compounds above, 7 have four or more nitrogen atoms.
SMILES	PV pol inh	PV pol inh FP z-score
O=c1cccc2n1CC1CC2CN(c2nc(Cl)nc(Cl)n2)C1 (centres undefined)	100	-0.6
CN(C)CCCn1c(N)c(-c2nc3ccccc3[nH]2)c2nc(C#N)c(C#N)nc21	101	-0.2
CCC(C(=O)Nc1ccc(C)c(Cl)c1)n1c(=O)c(-c2ccccc2NC(C)=O)nc2ccccc21 (centres undefined)	105	-0.3
Cc1nn2c(-c3ccccc3)nnc2c2ccccc12	102	0.2
N#Cc1c(N)n(-c2cccc(N)c2)c2nc3ccccc3nc12	105	0.4
Cc1ccc(NC(=O)Cn2c(=O)c3ccc(Cl)cc3n3nncc23)cc1	109	0.9
CCc1nnc2n1N=C(c1ccc(-c3ccc(Cl)cc3Cl)o1)CS2	97	-1.3

Additional results
SMILES	PV pol inh	PV pol inh FP z-score
CC1=Nc2cccc3cccc(c23)N1c1ccccc1	102	0.1
Cc1cccc(OCc2nnc(SCC(=O)N(C(C)C)C(C)C)n2Cc2ccco2)c1C	103	0.4
COCCn1c(SCC(=O)NC(=O)CN2CCCC2=O)nc2ccccc2c1=O	101	-0.1
CCOC(=O)Nc1ccc2c(CN3CCN(S(=O)(=O)c4ccccc4)CC3)cc(=O)oc2c1	100	-0.2
CCOc1ccc2nc(Cl)c(C3CC(c4ccc(C)cc4)=NN3C(=O)CCCC(=O)O)cc2c1 (centres undefined)	104	-0.2
CN(C)c1ccc(NC(=O)COC(=O)c2cc(Br)ccc2Cl)cc1	101	-0.1
NC(=O)C(F)(F)c1ccccc1	105	0.7
CCOc1ncccc1C(=O)N(CC)CC(=O)NCc1ccc(Cl)cc1	105	0.2
COc1cccc(CN2C(=O)c3ccccc3C2C(=O)NCCc2ccccc2)c1 (centres undefined)	108	0.5
CCOC(=O)c1c(C)oc2ncnc(NC(C(=O)OCC)C(C)O)c12 (centres undefined)	99	-1.1
Cc1ccc(CCNC(=O)CCS(=O)(=O)c2cc3c(cc2C)NC(=O)CO3)cc1	107	0.2
Cc1cc(C)n2nc(-c3ccc(C(C)(C)C)cc3)cc2n1	108	0.7
CCN1C(=O)CC(N2CCC(Nc3ccc(OC)cc3)CC2)C1=O (centres undefined)	101	-0.5
O=C(CSc1nc2ccccc2s1)NCCC12CC3CC(CC(C3)C1)C2	96	-0.6
CC1CN(CC(O)COCc2ccc(Cl)cc2)CCN1CC(O)COCc1ccc(Cl)cc1 (centres undefined)	107	0.2
Cc1nn(-c2ccccc2Cl)c2nc(-c3ccco3)cc(C(=O)NN)c12	88*	-1.3*
O=C(COC(=O)C1(c2ccc(F)cc2)CCCC1)N1CCN(C(=O)c2ccco2)CC1	102	-0.2
O=c1c2sccc2[nH]c(=S)n1CC1CCCO1 (centres undefined)	100	-0.7
CC(C)Cn1cc(C(=O)N2CCCC2)c2c3ccccc3n(C)c2c1=O	102	0.4
O=C(Nc1ccc(F)cc1)C(Sc1nnc(C2CC2)o1)c1ccccc1 (centres undefined)	96	-0.3
Cc1ccc(S(=O)(=O)Nc2cccc3ccccc23)cc1	103	0
CN1C(=O)S/C(=C\c2cc(Cl)c(OCC(=O)O)c(Cl)c2)C1=O	103	0.3
Cc1cc(C)c2oc(C(=O)Nc3c(C(=O)c4ccc(F)cc4)oc4ccccc34)cc(=O)c2c1	112	0.9
Cc1ccc(NC(=O)C(C)OC(=O)C2CCN(c3ccc(C(F)(F)F)cn3)CC2)cc1 (centres undefined)	104	-0.1
O=C(O)CCCC=C(c1ccccc1)c1ccccc1	101	-0.2
SMILES	PV pol inh	PV pol inh FP z-score
CC(C)CCNC(=O)C1CCC(Cn2c(=O)[nH]c3ccccc3c2=O)CC1 (centres undefined)	106	0.9
C=C1C(C(=O)NCc2ccncc2)C1C(=O)NCc1ccncc1 (centres undefined)	103	0.2
O=C1Nc2ccccc2C12NNC(=S)NN2	99	-0.2
CCc1ccccc1NC(=O)C1CCN(S(=O)(=O)c2ccccc2)CC1	108	1.1
Cc1c(CC(=O)O)c(=O)oc2c(C)c3occ(-c4ccc(Br)cc4)c3cc12	101	-0.2
O=C(Cn1ncc2ccccc21)Nc1ccc(Br)cn1	105	1.3
NCCNc1ccccn1	104	0.8
CCCn1c(=O)c2sccc2n2c(CCCC(=O)NCCc3ccccc3)nnc12	103	0.7
Cc1ccc2c(c1)N(C(=O)c1ccc(F)cc1)C(C)(C)CC2(C)c1ccccc1 (centres undefined)	106	0.4
CCOC(=O)/C(C#N)=N/O	100	-0.4
COc1ccc(C2(N3CCN(c4cccc(C)c4C)CC3)C(=O)c3ccccc3C2=O)cc1	106	0.3
O=c1[nH]cnc2ccc(NC(=S)NC3CC3)cc12	103	0.2
FC(F)(F)c1cc(-c2ccco2)nc(NCCc2ccccc2)n1	101	0.1
CCCCC1CCC(C(=O)NCC(c2ccco2)N2CCCC2)CC1 (centres undefined)	103	0.9
COC(=O)c1ccc(CSc2nnc(SCC(=O)c3ccc(C)cc3C)s2)o1	103	0.1
Cc1[nH]c2ccccc2c1C(=O)CSc1nnc(C2CC2)n1C	105	0.4
Cc1ccc(NC(=O)CSc2nc3ccc(NC(=O)c4cccs4)cc3s2)cc1	110	0.7
COc1ccc(C(=O)Cc2ccc(F)cc2)c(OC)c1	102	0.5
O=C(CSc1nnc(CSc2nc3ccccc3s2)n1Cc1ccccc1)NC1CCS(=O)(=O)C1 (centres undefined)	103	-0.2
Cc1ccc(CN(C(=O)c2ccccc2F)c2ccccn2)o1	111	0.3
COc1cccc(C2C3=C(CC(C)(C)CC3=O)Nc3ccccc3N2C(C)=O)c1 (centres undefined)	101	0
CC1(C)CC(NC(=O)c2ccccc2Cl)CC(C)(C)N1	102	0.3
S=c1nc[nH]c2c1ncn2CN1CCCCC1	105	0.3
Cc1cc2c(cc(C(=O)N3CCC(C(=O)NCc4ccc5c(c4)OCO5)CC3)n2Cc2c(F)cccc2Cl)o1	101	-0.2
O=c1nc(NCc2ccccc2)cn[nH]1	103	0.3

Structures from the list above containing a CF3 group, in the order listed:
SMILES	PV pol inh	PV pol inh FP z-score
Cc1ccc(NC(=O)C(C)OC(=O)C2CCN(c3ccc(C(F)(F)F)cn3)CC2)cc1 (centres undefined)	104	-0.1
FC(F)(F)c1cc(-c2ccco2)nc(NCCc2ccccc2)n1	101	0.1

Later entries:
SMILES	PV pol inh	PV pol inh FP z-score
O=S(=O)(c1ccc(NCCc2ccccn2)nc1)N1CCCC1	102	0
COc1ccc(/C=C/C(=O)Nc2ccc3nc4c(c(Nc5ccc(OC)c(OC)c5)c3c2)CCCC4)cc1	103	-0.2
COC(=O)c1sccc1NC(=O)CC1C(=O)NCCN1C(=O)Nc1ccccc1 (centres undefined)	103	0.4
COc1ccc2c(c1)c1c(c(=O)n(-c3ccc(F)c(Cl)c3)c(=O)n1Cc1ccccc1F)n2C	107	0
O=C(N/N=C/c1ccccc1O)NC12CC3CC(CC(C3)C1)C2	101	0.2
Cc1cccc(CN2CCC(CNc3ncnc4onc(-c5ccc(F)cc5)c34)CC2)c1	101	-0.2
CN(C)c1ccc(NC(=O)NCC2CCCC(CNC(=O)Nc3ccc(N(C)C)cc3)C2)cc1 (centres undefined)	99	-0.3
CC1(C(=O)N2CCOCC2)Cc2ccccc2C(=O)O1 (centres undefined)	103	0.3
O=C(NCCN1C(=O)S/C(=C\c2ccc(OC(F)F)cc2)C1=O)C1COc2ccccc2O1 (centres undefined)	108	0.6
O=C(OC(C(=O)NC1CCCC1)c1ccccn1)c1cccs1 (centres undefined)	104	1.4
S=c1nc(-c2ccccc2)oc2c1CCCC2	102	0.1
COc1cccc(C(=O)N(Cc2nc(-c3ccccc3)no2)C(C)C)c1	102	0.5
CCn1cc(C2=NOC(C(=O)NCc3ccccc3)C2)c(C)n1 (centres undefined)	101	0.2
CCOc1ccc(-c2nc3c(c(CC)nn3-c3ccccc3)c3cc(OC)c(OC)cc23)cc1	107	0.5
COc1cccc(CNC(=O)c2ccc3c(c2)N(C)CCS3)c1	99	-1.1
C=CCc1cccc2cc(C(=O)Nc3ccc(F)cc3)c(=O)oc12	103	-0.2
CC(C)(C)c1ccc(CSC2=Nc3ccccc3C3=NC(CC(=O)NCc4cccs4)C(=O)N23)cc1 (centres undefined)	103	-1
CN(C)c1ccc(-c2nc3cnccn3c2Nc2cccc(C(F)(F)F)c2)cc1	106	0.2
CCCCC(CC)CN1CN(CC(CC)CCCC)CC(C)(N)C1 (centres undefined)	103&100	0.4&0.1
O=C(Cn1cccc1C(=O)c1ccccc1)NCc1ccccn1	101	-1.1
COc1ccc(NC(=O)CN2CC(C)OC(C)C2)cc1OC (centres undefined)	99	-0.2
Cc1ccccc1Cn1c(Cc2ccccc2)nc2ccccc21	105	1.3
NC(=O)c1c(N)c(C(N)=S)n2c1CCC2	103	0.3
C=CCNS(=O)(=O)c1ccc(C)cc1	108	0.5
OCCN1CCN(CCCN2c3ccccc3Sc3ccc(C(F)(F)F)cc32)CC1	100&103	0.2&0.6

Single values from the list:
O=C(CSc1nc2ccccc2s1)NCCC12CC3CC(CC(C3)C1)C2 | PV pol inh FP z-score: -0.6
COc1cccc(C(=O)N(Cc2nc(-c3ccccc3)no2)C(C)C)c1 | PV pol inh: 102
CCc1nnc2n1N=C(c1ccc(-c3ccc(Cl)cc3Cl)o1)CS2 | PV pol inh FP z-score: -1.3
COc1ccc(S(=O)(=O)Nc2cc3oc4ccccc4c3cc2OC)cc1 | PV pol inh: 101
Cc1nc2cc(NC(=O)CCS(=O)(=O)c3ccccc3)ccc2s1 | PV pol inh FP z-score: -0.4
COc1cccc(CN2C(=O)c3ccccc3C2C(=O)NCCc2ccccc2)c1 (centres undefined) | PV pol inh FP z-score: 0.5

Next entries.
SMILES	PV pol inh	PV pol inh FP z-score
CSc1nc2ccc3nc(NC(=O)c4ccccc4C)sc3c2s1	102	0
CC(C)CC1Nc2ccc(C(=O)NCCCOC(C)C)cc2NC1=O (centres undefined)	107	0.5
COc1cc(OC)c(NC(=O)N2CCOc3ccc(C)cc32)cc1Cl	104	-0.4
Cc1ccc2c(c1)C1CN(C)CCC1N2C(=O)c1ccccc1 (centres undefined)	101	-0.1
CCOc1ccc(NC(=O)Cn2nc(CC)n3c(cc4sccc43)c2=O)cc1	107	0.2
O=C(Nc1ccc(OC(F)(F)F)cc1)C(NS(=O)(=O)c1cccc2nsnc12)c1ccccc1 (centres undefined)	106	0.4
CC(=O)N1CCc2c(sc3c2c(=O)n(CCc2ccccc2)c(=O)n3CC(=O)Nc2ccc(C)c(F)c2)C1	104	-0.3
COc1ccc2nc3oc(C(=O)NCc4ccccc4OC)cc3cc2c1	109	-0.1
COc1ccc(NC(=O)Nc2cccc(OCc3cc(=O)n4cccc(C)c4n3)c2)c(OC)c1	99	-1.6
Cc1ccc(-c2noc(Cn3nc(C(=O)O)c4ccccc4c3=O)n2)cc1	103	0
CCOc1cccc2sc(N3CCN(C(=O)C4CC4)CC3)nc12	112	1.3
COCC(O)CNc1ccccc1 (centres undefined)	100	-0.6
CC1CCN(S(=O)(=O)c2ccc3c(c2)N(CC(=O)O)C(=O)CO3)CC1	109	0.3
Cc1cc(C)cc(NS(=O)(=O)c2ccc3c(c2)C(C(C)C)C(=O)N3)c1 (centres undefined)	102	0.4
O=C(N=Nc1c(O)[nH]c2ccccc12)c1ccc2c(c1)OCO2	103	0.5
O=S(=O)(Nc1ccc2c(c1)OCO2)c1ccccc1C(F)(F)F	109	0.5
Cc1ccc(-n2nnc(-c3nsc(NC(=O)c4ccccc4)n3)c2C)cc1	102	-0.2
CCOC(=O)N1CCc2c(sc3nc4n(c(=O)c23)N=C(c2ccc(OC)cc2)CS4)C1	103	0.3
CN(C(=O)Cn1cc(C#N)c2ccccc21)c1ccccc1	103	-0.2
CCCCNc1nc(Oc2ccc(=O)n(C)n2)nc(N(C)C)n1	108	0
